CHRM1 agonist – human M1 muscarinic receptor agonism | activation, % at 3 µM | CHO-K1 hM1, Fluo-8 calcium fluorescence, agonist mode; 0% DMSO, 100% acetylcholine EC100 | 0.33% of 360,000 active;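 active means activation above the run's mean compound activation plus 3 SD, cut at about 16% in these data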;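 further: peak over basal fluorescence ratio within a 140 s kinetic read after compound addition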
Target sequence (P11229 whole entry, looked up): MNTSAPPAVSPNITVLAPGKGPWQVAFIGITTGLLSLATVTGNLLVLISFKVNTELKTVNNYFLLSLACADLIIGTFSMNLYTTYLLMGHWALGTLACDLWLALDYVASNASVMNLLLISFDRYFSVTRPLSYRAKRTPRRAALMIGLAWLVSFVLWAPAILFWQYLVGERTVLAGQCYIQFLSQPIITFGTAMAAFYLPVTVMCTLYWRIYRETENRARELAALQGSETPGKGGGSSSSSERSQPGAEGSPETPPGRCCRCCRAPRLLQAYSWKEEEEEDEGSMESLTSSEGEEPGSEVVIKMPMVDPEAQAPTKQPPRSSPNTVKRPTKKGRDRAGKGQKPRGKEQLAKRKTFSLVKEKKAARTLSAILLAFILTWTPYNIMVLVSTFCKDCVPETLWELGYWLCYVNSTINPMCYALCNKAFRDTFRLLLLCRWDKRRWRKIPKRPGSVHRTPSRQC
CHO-K1 Ca antag – counter-screen for M1 antagonists: effect in parental CHO-K1 cells; 0.6% of 360,000 active; ATP-induced calcium, Fluo-8 fluorescence; AID 602250; inhibition, % at 3 µM;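 active means inhibition above a per-plate cutoff, the plate's mean sample inhibition plus 3 SD, cut at about 24% in these data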;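 further: 0% = DMSO plus EC80 ATP and 100% = DMSO alone without ATP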
TAAR1 antagonist – human TAAR1 antagonism | Q96RJ0 | CHO RD-HGA16 TAAR1, Fluo-8 calcium fluorescence, antagonist | inhibition, % at 3 µM | 1.5% of 360,000 active;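 active means inhibition above a per-plate cutoff, the mean inhibition of test compounds on that plate plus 3 SD, cut at about 49% in these data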;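 further: 0% = DMSO plus EC80 beta-PEA response and 100% = DMSO alone without agonist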
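Material: RD-HGA16 CHO cells with stable hTAAR1 and Gα16; Dosing: single nominal final test compound concentration of 3 µM; Schedule: seeding 17-24 h prior, 75-min 37 °C, 30-min RT dye loading; Detection: kinetic Fluo-8 calcium fluorescence measurement; Measure: % inhibition from peak post-agonist over basal fluorescence ratio; Benchmarks: vehicle and agonist controls.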
M1 PAM parental – M1 PAM counterscreen hit in parental CHO-K1 cells | 0.02% of 360,000 active | activation, % at 3 µM | AID 602247 | ATP EC20, Fluo-8 calcium fluorescence; 0% at ATP EC20, 100% at ATP max;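 active means activation above the run cutoff, the mean activation of all test compounds plus 3 SD, cut at about 40% in these data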;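 further: peak over basal fluorescence ratio in a 140 s read after ATP addition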
CHO parental Ca – counter-screen: ATP calcium response change in parental CHO cells. parental CHO-K1, ATP-induced calcium, Fluo-8 fluorescence. 0.63% of 330,000 active. inhibition, % at 5.6 µM;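 active means inhibition above that plate's mean sample inhibition plus 3 SD, cut at about 26% in these data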;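 further: 0% = ATP-challenged DMSO wells and 100% = DMSO wells without ATP; some compounds past the cut are filed as inactive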
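test system = CHO parental line | reagent = ATP stimulus | measured by = intracellular calcium via Fluo-8 no-wash fluorescent dye | control set = ATP and no-ATP DMSO wells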
TAAR1 ag – agonists of human TAAR1. CHO RD-HGA16 TAAR1, Fluo-8 calcium fluorescence; vehicle wells 0%, saturating PEA agonist 100%. activation, % at 3 µM. 0.99% of 360,000 active;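 active means activation above the mean activation of all test compounds in the run plus 3 SD, cut at about 38% in these data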
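Assay system – CHO-derived RD-HGA16 cells with stable Gα16 and human TAAR1 · Compound dosing – one-point dosing at 3 µM (nominal) · Incubation – 17-24 h seeding, 75 min 37 °C dye, 30 min RT · Measured by – kinetic Fluo-8 calcium fluorescence · Control set – DMSO vehicle as 0%, PEA at EC100 as 100% · Repeats – single well for each compound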
CHO-K1 Ca ag – nonselective activator or artifact in parental CHO-K1 cells. Fluo-8 calcium fluorescence; scaled to maximal ATP response, vehicle zero. 0.48% of 360,000 active. activation, % at 3 µM. AID 602248; in the data active means activation above about 15%;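 further: untransfected CHO-K1 host cells lacking M1 receptor as counterscreen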
V1aR counter – V1a receptor agonism, counter-screen for OXTR agonists; 0.25% of 320,000 active; CHO-V1R cells, Fluo-8 calcium fluorescence, agonist mode; 0% DMSO, 100% 3 nM vasopressin; AID 2797; activation, % at 3 µM; P37288;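 active means activation above the mean activation of all tested compounds plus 3 SD, per screening run, cut at about 20% in these data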;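 further: signal is peak over basal fluorescence ratio across a 100 second FLIPR read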
OXTR potentiator – potentiators of human oxytocin receptor. P30559. CHO-OTR cells, Fluo-8 calcium fluorescence, potentiator mode; 0% = oxytocin EC15, 100% = EC100. activation, % at 3 µM. 0.061% of 320,000 active. AID 2445;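 active means activation above that plate's cutoff, the mean activation of tested compounds plus 3 SD, cut at about 6.6% in these data, passing the limit was not always enough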;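 further: 100% uses oxytocin at 75 nM as the full agonist control; some results filed as inactive read as strong as hits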
Target sequence (P30559 whole entry, looked up): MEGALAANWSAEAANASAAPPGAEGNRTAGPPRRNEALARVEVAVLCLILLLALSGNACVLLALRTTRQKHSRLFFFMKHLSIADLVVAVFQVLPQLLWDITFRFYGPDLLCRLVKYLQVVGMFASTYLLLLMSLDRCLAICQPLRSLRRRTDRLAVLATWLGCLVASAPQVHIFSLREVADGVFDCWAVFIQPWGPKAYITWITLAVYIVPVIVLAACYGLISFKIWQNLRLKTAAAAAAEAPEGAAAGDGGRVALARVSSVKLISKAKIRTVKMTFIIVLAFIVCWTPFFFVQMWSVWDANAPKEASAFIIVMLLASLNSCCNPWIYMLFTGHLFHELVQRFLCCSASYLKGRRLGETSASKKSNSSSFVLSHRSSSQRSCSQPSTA
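Assay system: CHO cell line stably expressing human OTR | Also added: Oxytocin at about EC15, sub-maximal agonist stimulus | Times: Compound 6 min at room temperature before oxytocin, 100 s read | Measured by: Fluo-8 intracellular calcium fluorescence, ex 470-495, em 515-575 nm | Controls: EC15 oxytocin alone as 0%, 75 nM oxytocin as 100%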
An asterisk follows results filed as active; . = no result given.

Value order – CHRM1 agonist, CHO-K1 Ca antag, TAAR1 antagonist, M1 PAM parental, CHO parental Ca, TAAR1 ag, CHO-K1 Ca ag, V1aR counter, OXTR potentiator
O=CC(=Cc1ccccc1)c1ccccc1
  -5, 4, -26, -2, ., -1, -0.3, ., .
CCCCCc1nnc(NC(=O)C2=COCCO2)s1
  -2, -7, -23, 5, 7, 2, 0.8, 0.0, -7
COc1ccc(S(=O)(=O)n2ccnc2)c2cccnc12
  0, 7, -6, 2, 0, 5, 2.8, 1.9, -10
O=C(c1ccc(Cl)cc1)c1coc2ccc(O)cc12
  0, 0, -2, -4, 6, 1, -0.1, -0.6, -13
COc1ccc(CN2CCC2(C)C(=O)Nc2ccc(OC)c(OC)c2)cc1 (stereo unspecified)
  -2, -13, -11, 6, ., 1, 2.7, ., .
C#CCn1c2ccccc2c(=O)n1C(C)CBr (stereo unspecified)
  ., -27, -11, 22, ., 5, 1.1, ., .
COc1ccc(-c2cc(C(F)(F)F)nc(S(C)(=O)=O)n2)cc1
  -4, -1, 1, 8, -4, 0, -0.6, -0.1, 2
COC(=O)[C@]1(Cc2ccccc2)N[C@H](CN(C)S(=O)(=O)c2ccc(-c3ccccc3)cc2)[C@@H]2C(=O)N(Cc3ccccc3)C(=O)[C@@H]21
  -3, -6, -26, 4, -19, 5, 1.0, 5.0, 0
Cc1c(C=O)c2ccccc2n1CC(=O)O
  -6, -2, -15, 20, 1, 1, 0.0, 0.7, -7
Cc1ccc(OCCC(=O)OCC(=O)Nc2cc(C)nn2-c2ccccc2)cc1
  0, -14, 2, 6, -20, 1, 3.1, 2.4, 1
CC1CCCC(NC(=O)c2ccc3c(c2)OCO3)C1C (stereo unspecified)
  -4, -2, -45, 20, -6, 1, 0.2, -1.8, -1
CCn1c(SCC(=O)Nc2nccs2)nnc1-c1ccccn1
  -1, -5, -24, 14, -11, 4, 0.5, 0.6, -7
CC(C)c1nnc(NC(=O)C2CCN(C(=O)Nc3ccccc3)CC2)s1
  -3, -19, -9, 17, -24, 12, 0.8, 0.1, -1
C=CCOc1ccc(/C=N/NC(=O)C2CCCC2)cc1OCC
  -5, -8, -4, 13, ., 2, 2.2, ., .
COc1ccccc1NS(=O)(=O)c1ccc(C)c(C(=O)NCC2CCCO2)c1 (stereo unspecified)
  0, -2, -9, 11, -6, 3, 0.9, 0.1, -2
COc1cccc(-c2cc(CNC(=O)[C@H]3O[C@@H](n4cnc5c(N)ncnc54)[C@H](O)[C@@H]3O)no2)c1
  1, -28, -22, 17, ., 1, 1.1, ., .
CC(OC(=O)c1cccc(S(=O)(=O)N(C)C)c1)C(=O)NCC(=O)Nc1ccc(F)c(F)c1F (stereo unspecified)
  2, -14, -22, 13, ., 8, 3.9, ., .
c1ccc2c(c1)CC1(CCCC1)n1nnnc1-2
  -7, -15, 9, 27, -15, 1, 1.5, 0.0, -2
O=C(C1CCCN(S(=O)(=O)c2cccs2)C1)N1CCc2ccccc2C1 (stereo unspecified)
  0, -13, 10, 18, -36, 7, 2.2, 3.4, -15
CCCC(=O)Nc1ccc(C(=O)NNC(=O)c2cccc([N+](=O)[O-])c2)cc1
  -9, -7, -2, 19, 1, 2, 0.9, 1.6, -4
CC(=O)Nc1ccc2[nH]c(C)c(CC=C(Cl)Cl)c(=O)c2c1
  -1, -1, -7, -2, -5, 5, -0.1, -0.2, -19
CCCn1nc(NC(=O)CC)c2cc3cccc(C)c3nc21
  -3, 4, -18, -17, -12, 2, -1.4, -1.2, 5
COC(=O)c1ccc2c(c1)C(C)(C)C(/C=C/c1ccccc1O)=[N+]2C
  4, 9, 36, 11, 21, 24, 8.1, 15, -9
Cc1cc(NS(=O)(=O)c2ccc(NC(=O)/C=C/c3ccc(C)o3)cc2)nc(C)n1
  -3, -8, 7, -1, -2, 3, -0.4, 0.5, 1
CCOC(=O)Cc1cnc(NC(=O)CSc2nc(N)cc(=O)[nH]2)s1
  -3, 14, -3, 11, 3, 5, 0.4, 1.7, 2
CCN(CC)S(=O)(=O)c1ccc(S(=O)(=O)Nc2ccc(C(=O)N3CCCC3)cc2)cc1
  0, -26, -32, 17, -16, 23, 2.3, 2.2, -6
C=CCOc1cccc(C2/C(=C(/O)c3ccccc3)C(=O)C(=O)N2CCN2CCOCC2)c1 (stereo unspecified)
  -4, -1, -19, 10, -20, 21, 0.3, 0.2, -14
CCOc1cc(NC(=S)NCCCN2CCOCC2)c(OCC)cc1NC(=O)c1ccccc1
  -7, -9, 3, 22, -10, 8, 0.3, -0.3, -1
CC1CC(C)CN(C(=S)Nc2ccc(SC(F)F)cc2)C1 (stereo unspecified)
  -6, -1, 15, 9, -9, 41*, 6.2, -0.1, -10
O=C1c2ccccc2C(=O)N1Cc1ccccn1
  -8, -3, -12, 18, -3, 5, 12, 1.1, -2

Part of the list above in a different format.
| SMILES | CHRM1 agonist | CHO-K1 Ca antag | TAAR1 antagonist | M1 PAM parental | CHO parental Ca | TAAR1 ag | CHO-K1 Ca ag | V1aR counter | OXTR potentiator |
| --- | --- | --- | --- | --- | --- | --- | --- | --- | --- |
| CCCn1nc(NC(=O)CC)c2cc3cccc(C)c3nc21 | -3 | 4 | -18 | -17 | -12 | 2 | -1.4 | -1.2 | 5 |
| COC(=O)c1ccc2c(c1)C(C)(C)C(/C=C/c1ccccc1O)=[N+]2C | 4 | 9 | 36 | 11 | 21 | 24 | 8.1 | 15 | -9 |
| Cc1cc(NS(=O)(=O)c2ccc(NC(=O)/C=C/c3ccc(C)o3)cc2)nc(C)n1 | -3 | -8 | 7 | -1 | -2 | 3 | -0.4 | 0.5 | 1 |
| CCOC(=O)Cc1cnc(NC(=O)CSc2nc(N)cc(=O)[nH]2)s1 | -3 | 14 | -3 | 11 | 3 | 5 | 0.4 | 1.7 | 2 |
| CCN(CC)S(=O)(=O)c1ccc(S(=O)(=O)Nc2ccc(C(=O)N3CCCC3)cc2)cc1 | 0 | -26 | -32 | 17 | -16 | 23 | 2.3 | 2.2 | -6 |
| C=CCOc1cccc(C2/C(=C(/O)c3ccccc3)C(=O)C(=O)N2CCN2CCOCC2)c1 (stereo unspecified) | -4 | -1 | -19 | 10 | -20 | 21 | 0.3 | 0.2 | -14 |
| CCOc1cc(NC(=S)NCCCN2CCOCC2)c(OCC)cc1NC(=O)c1ccccc1 | -7 | -9 | 3 | 22 | -10 | 8 | 0.3 | -0.3 | -1 |
| CC1CC(C)CN(C(=S)Nc2ccc(SC(F)F)cc2)C1 (stereo unspecified) | -6 | -1 | 15 | 9 | -9 | 41* | 6.2 | -0.1 | -10 |
| O=C1c2ccccc2C(=O)N1Cc1ccccn1 | -8 | -3 | -12 | 18 | -3 | 5 | 12 | 1.1 | -2 |

(cont.)
Value order – CHRM1 agonist, CHO-K1 Ca antag, TAAR1 antagonist, M1 PAM parental, CHO parental Ca, TAAR1 ag, CHO-K1 Ca ag, V1aR counter, OXTR potentiator
CCC/C(=N/NC(=O)c1csc(C)c1C)c1ccc(Cl)s1
  -3, 3, -3, -3, -31, 16, 0.9, -0.5, -11
COc1ccc(NC(=O)CS(=O)(=O)c2cccc(Cl)c2)cc1
  -5, -10, -3, -3, -16, -1, 0.4, 0.5, -13
Cc1cc(C(=O)NNC(=S)NCc2ccco2)nn1C
  -3, -14, 12, 16, -11, 0, 0.5, 1.3, -6
Cc1nc(Nc2c(Cl)cccc2Cl)sc1C(=O)Nc1ccccc1
  -8, 7, 15, 1, -8, 0, 0.1, 0.0, -8
Fc1ccccc1CSc1nnc2ccc(-c3ccncc3)nn12
  -3, -4, 7, -13, -4, -2, 0.8, 0.4, -6
Cc1cccc(NC(=S)NNC(=O)COc2ccc(Cl)cc2Cl)c1
  -5, -2, 6, 8, -4, 4, 1.2, -0.1, -5
COC(C[C@@H](O)C[C@@H](O)[C@H](C)OCc1ccccc1)OC
  0, -16, -1, 17, -5, 10, 0.5, -0.2, -8
O=C(Nc1ccccc1)c1ccc(S(=O)(=O)N2CCOCC2)cc1
  1, 18, 1, -9, -9, 0, 0.9, 1.6, -6
Cc1nn(CC(=O)NCCc2cccs2)c(=O)c2cc3ccccc3n12
  -6, -12, -5, 3, -20, 48*, 0.3, 1.0, -2
O=C(NCC1CC1)c1csc(COCCO)n1
  1, -9, -4, 0, ., 2, -0.3, ., .
Cn1c(N)c(C(=O)CSc2nc3ccccc3n2-c2ccccc2)c(=O)n(C)c1=O
  -2, -12, -6, 21, -2, 8, 0.1, -0.3, -11
O=C1SCCC1NC(=O)C(c1ccccc1)c1ccccc1 (stereo unspecified)
  -4, 1, -19, 3, -17, 3, 0.0, 10, -6
Cc1ccc(NC(=O)Nc2ccc(C(=O)N3CCOCC3)cc2)cc1
  -1, 0, 10, 4, -13, 4, 0.6, 0.0, 1
CC1=Nn2c(nnc2-c2n[nH]c3c2CCC3)SC1
  -5, -6, 12, 15, -8, 14, 0.8, 1.4, -14
COc1ccc(C(CNC(=O)Cn2c(=O)oc3ccccc32)N(C)C)cc1 (stereo unspecified)
  -7, -9, -19, 3, -7, 3, 0.8, 2.8, 3
COc1ccc(NC(=O)CN(C)C(=O)Cc2ccc3c(c2)CCC3)cc1
  -5, 2, -15, -17, -14, 5, 0.4, -0.6, -4
CC(C)CNC(=O)/C=C/c1cccs1
  -7, -8, -8, 13, -11, -2, 0.0, -1.4, 1
Cc1cc(C)cc(NC(=S)N2CCN(c3ccc(F)cc3)CC2)c1
  -3, 2, -15, 14, -10, 2, 0.6, 0.2, 1
Cc1ccc(-n2c(=O)cc(N3CCc4ccccc4C3)[nH]c2=O)cc1
  -6, -5, 3, 21, -4, 87*, 1.3, -0.1, -2
COc1ccc(Cl)cc1C(=O)NC(=S)Nc1cc(-c2nc3ccccc3[nH]2)ccc1C
  -2, 3, 27, -7, -26, 18, 0.1, 0.4, -5
CCN(c1cccc2ccccc12)S(=O)(=O)c1ccc(Cl)nc1
  -6, -11, 3, 20, -12, -3, 0.0, -1.8, -4
Cc1cc(NC(=O)CC#N)n(-c2nc3ccccc3[nH]2)n1
  -2, 0, 22, 0, -14, 6, 2.5, 0.9, -11
COc1cccc(OCC(O)CN2CCN(c3ccc(F)cc3)CC2)c1 (stereo unspecified)
  -8, -14, 5, 10, -25, -1, 0.1, 2.6, -5
Cc1c(F)cccc1NC(=O)c1ccc2c(c1)CCN2S(C)(=O)=O
  -3, -8, -1, 8, -17, 2, 1.5, 1.4, -13
O=C(Nn1cnnc1)c1ccc(Cl)c([N+](=O)[O-])c1
  2, -18, -12, 29, -10, 2, 0.6, -0.6, -4
O=C(COC(=O)C1C2CC3OC(=O)C1C3C2)Nc1ccccc1 (stereo unspecified)
  -2, -22, -6, 8, 1, 2, 1.1, 1.1, 3
CSc1ncccc1C(=O)OCC(=O)NC1CCC(C)CC1 (stereo unspecified)
  -4, -10, -10, 0, -17, -3, 0.6, -0.4, -3

Screening results deposited in PubChem by The Scripps Research Institute Molecular Screening Center.
